KDM5B inh – blocks human KDM5B histone demethylase activity; KDM5B demethylase, FDH-coupled NADH fluorescence (FDH is formaldehyde dehydrogenase); Potency, µM (highest dose often 57.7 µM), without a hit: at the highest dose activity change, negative = inhibition, most hits filed as inhibitors; 2.6% of 220,000 active; active means well fitted inhibition curve with a large enough effect; inconclusive means small, poorly fitted or top-dose-only effect; inactive means no such curve, though single readings can be large or run the other way; further: 0% is about no effect; nearly all actives have a fitted effect of over 70% in size
Target sequence (Q9UGL1 whole entry, looked up): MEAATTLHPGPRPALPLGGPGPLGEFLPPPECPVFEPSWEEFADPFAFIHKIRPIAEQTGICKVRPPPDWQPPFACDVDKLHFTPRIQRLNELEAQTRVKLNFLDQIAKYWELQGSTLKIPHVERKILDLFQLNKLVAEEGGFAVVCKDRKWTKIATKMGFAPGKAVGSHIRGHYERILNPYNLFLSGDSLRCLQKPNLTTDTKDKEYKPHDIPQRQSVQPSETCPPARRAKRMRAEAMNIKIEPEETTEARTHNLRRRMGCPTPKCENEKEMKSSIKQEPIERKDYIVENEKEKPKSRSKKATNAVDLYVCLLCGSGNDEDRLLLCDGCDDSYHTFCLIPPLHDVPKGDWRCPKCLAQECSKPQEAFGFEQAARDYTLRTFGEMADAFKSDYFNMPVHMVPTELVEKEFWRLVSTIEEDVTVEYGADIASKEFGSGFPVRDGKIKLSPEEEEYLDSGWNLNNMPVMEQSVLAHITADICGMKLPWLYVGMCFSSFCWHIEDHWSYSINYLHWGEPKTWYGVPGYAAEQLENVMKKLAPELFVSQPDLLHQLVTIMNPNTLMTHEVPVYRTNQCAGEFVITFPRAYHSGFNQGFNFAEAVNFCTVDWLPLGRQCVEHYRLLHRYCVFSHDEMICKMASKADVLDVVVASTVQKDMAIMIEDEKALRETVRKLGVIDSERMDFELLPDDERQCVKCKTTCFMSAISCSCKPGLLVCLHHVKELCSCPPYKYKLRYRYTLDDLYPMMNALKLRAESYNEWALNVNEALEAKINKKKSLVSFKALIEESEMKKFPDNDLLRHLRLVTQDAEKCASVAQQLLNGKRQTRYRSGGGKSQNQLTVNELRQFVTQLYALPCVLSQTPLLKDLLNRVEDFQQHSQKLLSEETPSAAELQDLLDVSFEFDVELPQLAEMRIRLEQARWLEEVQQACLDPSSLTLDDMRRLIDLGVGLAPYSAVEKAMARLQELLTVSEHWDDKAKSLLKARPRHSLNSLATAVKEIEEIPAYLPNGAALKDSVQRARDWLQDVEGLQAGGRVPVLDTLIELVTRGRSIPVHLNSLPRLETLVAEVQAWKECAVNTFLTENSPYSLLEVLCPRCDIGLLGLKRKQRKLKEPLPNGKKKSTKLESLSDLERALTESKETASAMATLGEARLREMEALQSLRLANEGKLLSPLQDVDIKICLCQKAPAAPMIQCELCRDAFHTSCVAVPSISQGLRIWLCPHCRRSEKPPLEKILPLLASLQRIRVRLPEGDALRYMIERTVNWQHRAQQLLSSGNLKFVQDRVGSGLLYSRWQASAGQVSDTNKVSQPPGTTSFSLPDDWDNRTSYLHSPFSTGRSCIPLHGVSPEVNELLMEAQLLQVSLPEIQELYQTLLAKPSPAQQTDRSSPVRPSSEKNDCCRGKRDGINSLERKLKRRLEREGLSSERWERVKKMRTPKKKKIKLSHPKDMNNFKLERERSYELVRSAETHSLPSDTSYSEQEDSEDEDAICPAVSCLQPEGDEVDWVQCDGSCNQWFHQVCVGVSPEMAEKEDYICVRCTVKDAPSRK
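Measured: NADH fluorescence change, 30 min, RT. System: KDM5BΔAP 200 nM final, H3K4me3 peptide, α-KG, Fe(II), ascorbate, NAD⁺ plus FDH, pH 7.5 HEPES. Compounds: titrated, 10 min pre-incubation with enzyme.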
* marks the source's active call; other numbers are inactive results; i = inactive; ? = inconclusive; & = joins results of further samples; [ ] = another dose, or the depositor's remark. Potency means the concentration at half of the fitted maximal effect.

KDM5B inh,SMILES
5.6%,CCOc1ccc(NS(=O)(=O)c2ccc(-c3cnc(C4CC4)o3)cc2)cc1
23.2%,CNC(=O)[C@@H]1C[C@H](Oc2ccccc2)CN1C(=O)Cn1nc(C)cc1C
25.1µM*,CC(C)Cc1nc2nccc(-c3cccs3)n2n1
0.1%,CC(C)NC(=O)c1ccccc1Br
?,O=C(c1cccs1)N1CCCCCC1CN1CCCC1 (stereo not drawn)
4.0%,CCCOc1nc2ccccc2nc1N1CCC(C(N)=O)CC1
-15.6%,Cc1ccccc1-c1nnn(CC(=O)Nc2sc3c(c2C#N)CCC(C(C)(C)C)C3)n1 (stereo not drawn)
11.3%,CC(=O)Nc1ccc(S(=O)(=O)[C@H]2CS(=O)(=O)C[C@@H]2N2C[C@H](C)C[C@H](C)C2)cc1
6.3%,O=C(O)/C=C/c1csc2ccccc12
7.9%,O=C(c1ccccc1F)N1CCCC(n2cc(-c3nc(C4CC4)no3)nn2)C1 (stereo not drawn)

Records listed above shown as hits in KDM5B inh.
KDM5B inh,SMILES
25.1µM*,CC(C)Cc1nc2nccc(-c3cccs3)n2n1

In the list so far, these contain a halogen:
KDM5B inh,SMILES
0.1%,CC(C)NC(=O)c1ccccc1Br
7.9%,O=C(c1ccccc1F)N1CCCC(n2cc(-c3nc(C4CC4)no3)nn2)C1 (stereo not drawn)

Further records
KDM5B inh,SMILES
-15.1%,CC(c1ccc2c(c1)OCCO2)N(C)C(=O)c1ccc2nccn2c1 (stereo not drawn)
?,Cc1ccc(C)c(NC(=O)C2CCCN2S(=O)(=O)c2ccc3c(c2)n(C)c(=O)c(=O)n3C)c1 (stereo not drawn)
-24.2%,O=S(=O)(NCCN1CCOCC1)c1ccc2ccccc2c1
-22.0%,Cc1ccc(-n2nc(C)c3c(C)cc(=O)n(CC(=O)NCc4ccc(OC(C)C)cc4)c32)cc1
12.7%,CCc1noc(C)c1C(=O)NNC(=O)COc1ccc(Br)cc1
23.6%,CCOC(=O)N/N=C(\CCC(=O)O)c1cccs1
-1.6%,Cc1nn(C(=O)CCCC(=O)N2CCC(Cc3nncn3C(C)C)CC2)c2ccccc12
8.8%,Cc1cc(C)[n+](C)n1-c1ccccc1
?,Cc1cccc(-n2ncc3c(Nc4ccc(Oc5ccc(Cl)cc5)cc4)ncnc32)c1
?,O=C1NNC(c2ccccc2)=N/C1=C\c1ccccc1Cl
?,Cc1ccc(-n2nc3c(N4CCC(C(=O)NC(C)c5ccccc5)CC4)nnc(C)c3c2C)cc1 (stereo not drawn)
3.3%,Cc1ccc(C(=O)NCC(c2ccco2)N2CCCCC2)s1 (stereo not drawn)
-15.4%,CCc1nnc(CN2CC[C@@H]3[C@@H](CCC(=O)N3CCc3ccccc3)C2)o1
-26.8%,CC1CCN(C(=O)CSc2nc(-c3ccc(C(C)C)cc3)no2)CC1
19.2%,CN(C/C=C/c1ccccc1)C(=O)C1CCC(=O)N(Cc2cccc(F)c2)C1 (stereo not drawn)
0.1%[86.2 µM],O=C1c2cnc(-c3cccc(CO)c3)nc2OCCN1Cc1ccccc1
13.2%,Cc1ccc(C(=O)Nc2nnc(S(=O)(=O)N3CCOCC3)s2)cc1
5.9%,CC(CNC(=O)CCc1nnc2n(CCc3ccccc3)c(=O)c3ccccc3n12)c1ccccc1 (stereo not drawn)
-2.6%,CNC(=O)[C@H]1C[C@H](Oc2ccccc2)CN1Cc1scnc1C
9.8%,Cn1nc(-c2ccc(N3CCCC3)c([N+](=O)[O-])c2)c2ccccc2c1=O
-4.4%,Cc1ccc(C)c(NC(=O)CN2C(=O)NC(c3ccc(Cl)cc3)C3=C2COC3=O)c1 (stereo not drawn)
-23.8%,COCC(=O)N1CCc2c(sc3ncnc(N4CCN(C)CC4)c23)C1
17.3%,COCC(=O)N1CC(C(=O)NC(C)c2ccccc2)CC(c2ccc(OC)c(OC)c2)C1 (stereo not drawn)
6.5%,N#Cc1ccc(C(=O)NCCSC(F)(F)F)cc1
13.9%,O=C(Nc1cc(C(F)(F)F)ccc1C(=O)O)c1ccc(F)cc1F
-9.1%,Cc1nn(CCC(=O)NCc2cccc(Br)c2)c(=O)c2nn(-c3ccccc3)c(C)c12
-9.3%[86.2 µM],O=C(C[C@@H]1C[C@H]2O[C@H](CNCc3ccccc3Cl)[C@@H](O)[C@H]2O1)N1CCC(F)(F)C1
-3.6%,COc1cccc(NS(=O)(=O)c2ccc3c(c2)N(C)C(=O)CC(=O)N3C)c1
?,COC(=O)C1=CN(c2cccc(C(F)(F)F)c2)C=C(C(=O)OC)C1c1ccc(O)c(OC)c1
?,O=C(CCc1ncc(-c2ccc(Cl)cc2)o1)Nc1cc(F)cc(F)c1
24.6%,COc1cc(C2c3[nH]c4ccccc4c3C[C@H]3C(=O)N(C4CC4)CC(=O)N23)ccc1OC(C)C (stereo partly drawn)
2.7%&-6.4%,COc1ccc(N2CC(C(=O)N3CCC(C(=O)NC4CC4)C3)NC2=O)cc1 (stereo not drawn)
18.1%,O=C1CCCCC(CNC(=O)C2CCCC2)N1 (stereo not drawn)
20.7%,O=C(CCC1CCCC1)Nc1ccc(-c2nnc3n2CCCC3)cc1
-7.6%,Cn1c(CC(=O)Nc2ccccc2Cl)nnc1SCc1nc2ccccc2c(=O)[nH]1
i,Cc1cc(C)c(CNC(=O)c2nc(-c3ccccc3C#N)cc3c2ccn3C(C)C)c(=O)[nH]1
1.0%,Cc1oc(-c2ccccc2)nc1CC(=O)N(C)c1ccccc1
14.0%,O=C(c1cc2sccc2n1Cc1ccccc1F)N1CCOCC1
22.5%,Cc1ccc(C(=O)N2CCCCCCN(C)C(=O)[C@@H]3CCC[C@@H]32)s1
-8.7%[115 µM],O=C(c1ccccc1)N1Cc2ccccc2CC2(CCCN2Cc2cccnc2)C1 (stereo not drawn)
?,CN1CCc2c(sc3c2C(=O)NC(c2ccc(-c4ccc(Cl)cc4)o2)N3)C1 (stereo not drawn)
-105.1%,Cc1ccc(-n2c(SCC(=O)NCc3ccc(F)cc3)nc3c([nH]c4ccccc43)c2=O)cc1
-5.8%[149 µM],O=C(O)C1=NOC2CN(C(=O)c3cccc(Cl)c3)CC12 (stereo not drawn)
5.3%,CN(C)[C@@H]1[C@@H](NC(=O)c2ccc(N3CC(=O)NC3=O)cc2)[C@H]2CCO[C@H]21
1.2%,Cc1nc(-c2ccc(Cl)cc2)sc1CCNC(=O)C(=O)Nc1ccccc1C#N
-8.0%[86.2 µM],O=C1N[C@@H]2CCN(C(=O)C3CCCCC3)[C@@H]2C(=O)N1c1ccc(Oc2ccccc2)cc1
2.2%,Cc1nc2cc(F)cc(C(=O)NCC3CCC3)c2nc1C
?,Nc1ccc2[nH]ccc2c1
-0.4%,Cc1cc(C)n(Cc2ccc(C(=O)NCCc3noc(-c4cccnc4)n3)o2)n1
23.7%,CCn1c(C)nc2cc(C(N)=O)ccc21

Random excerpt: 3 entries already listed.
KDM5B inh,SMILES
1.2%,Cc1nc(-c2ccc(Cl)cc2)sc1CCNC(=O)C(=O)Nc1ccccc1C#N
-8.0%[86.2 µM],O=C1N[C@@H]2CCN(C(=O)C3CCCCC3)[C@@H]2C(=O)N1c1ccc(Oc2ccccc2)cc1
23.7%,CCn1c(C)nc2cc(C(N)=O)ccc21

Additional entries
KDM5B inh,SMILES
30.0%[86.2 µM],Cc1noc2c(NCCCn3ccnc3)cc(-c3ccc(Cl)cc3)nc12
20.2%,O=c1oc2ccccc2c(NC2CCCC2)c1NS(=O)(=O)c1cccs1
25.0%,CN(CC(=O)NC(=O)NC(C)(C)C)c1ccccc1
-8.7%,CC1(c2ccccc2)N(Cc2ncccn2)C(=O)OC12CCN(C(=O)Cc1ccc3c(c1)OCO3)CC2 (stereo not drawn)
-13.7%,CC(=O)N1CCc2ccc(C(=O)NC3CCCCCC3)cc21
-5.7%,COc1cc(C)ccc1OCC(=O)c1ccc2c(c1)N(CCCC(=O)N1CCOCC1)C(=O)CO2
-6.1%,COC[C@]1(O)CCN(C(=O)CSCc2ccccc2C)CC1(C)C
-2.8%,COc1ccc(-c2c(C)c3ccc(OS(=O)(=O)c4ccc(F)cc4)cc3oc2=O)cc1OC
-27.7%,Cc1ccc(-c2nnn(CC(O)COc3cc(C)ccc3C)n2)cc1 (stereo not drawn)
-10.1%,COCC1CN(C(C)=O)CC12CCN(C(=O)c1cc3ccccc3[nH]1)CC2 (stereo not drawn)
1.2%,Cc1ccccc1CNC(=O)C1CCN(c2nn3cc(-c4ccc(F)cc4)nc3s2)CC1
?,CN(C)Cc1nnc(C2CCCN(C(=O)c3cnn4ccccc34)C2)n1C (stereo not drawn)
-7.4%,CCNC(=O)C1C(c2cccc(NC(=O)c3ccc(OC)cc3)c2)OC(=O)N1Cc1ccc(C)cc1 (stereo not drawn)
12.2%,CN(CC(=O)NC1(C#N)CCCC1)CC1CCCCC1
7.6%[115 µM],C[C@H](O)c1onc(-c2ccccc2)c1C(=O)NC(C)(C)C
19.1%,O=C(CSc1nnc(-c2cccc(Br)c2)o1)N1CCNC1=O
5.0%,Cc1ccccc1Oc1c(CCC(=O)NCC2CCCO2)c(C)nn1-c1ccc(F)cc1 (stereo not drawn)
?,CCN(CC)Cc1cnc2c(C(=O)NC3CCC3)cnn2c1
20.7%,CCCC(=O)Nc1nnc(SCC(=O)N2C(C)CCCC2C)s1 (stereo not drawn)
2.0%,COc1ccc(Cl)cc1N1CC(c2nc3ccccc3n2C(C)C)CC1=O (stereo not drawn)
12.0%[115 µM],CCNC(=O)N[C@H]1[C@H](O)[C@H](O)C[C@@H]1C1CCCCC1
?,O=C(Cn1cnnn1)N1CCC(c2nccn2Cc2cccnc2)CC1
39.8µM*,COC1CCN(C(=O)Cc2c[nH]c3ncc(-c4ccccc4)cc23)CC1
5.2%,O=C(NNc1ncnc2sccc12)c1ccc(Cl)cc1
25.8%,CCOc1ccc(S(=O)(=O)N2CCCCC2)cc1NC(=O)CN1C(=O)NC(CC)(c2ccccc2)C1=O (stereo not drawn)
-6.6%,Cn1c(SCC(=O)c2ccc(O)cc2O)nnc1-c1ccccc1
-5.9%,O[C@@H]1CC(CNCc2cccnc2)(COc2ccc(C(F)(F)F)cn2)C[C@@H]1O (stereo partly drawn)
28.2µM*,COc1ccc(-c2ccc3c(c2)C(=O)N2CCN(C(=O)COc4ccccc4)C[C@@H]2C(=O)N3)cc1
-26.2%[86.2 µM],CC(C)CCN1CCOc2cc(C(=O)Nc3ccccc3)ccc2C1
-22.6%,COC(=O)c1sc(=S)n(-c2cccc(C(F)(F)F)c2)c1N
6.5%,COCCNC(=O)Cn1nc2c(cc1=O)CCCC2
-7.7%,O=C(O)c1ccccc1C(=O)Nc1cc(-c2ccccc2)[nH]n1
-8.4%,Cc1ccc(NC(=O)c2ccc(=O)[nH]n2)cc1S(=O)(=O)Nc1ccc(SC(F)F)cc1
-10.8%,CC(=O)N(C1CCOCC1)C1CCN(C(=O)c2ccccc2)CC1
-16.6%,O=C(NCCc1ccccc1Cl)C1CCN(c2nc3ccccc3nc2C(F)(F)F)CC1
-4.3%[149 µM],O=C1NCc2ccccc2CC12CCCN(Cc1ccc(O)cc1O)C2 (stereo not drawn)
-11.6%,N#CCCC(C#N)CSc1nnc(-c2c[nH]c3ccccc23)n1C1CC1 (stereo not drawn)
-2.0%,C=C(C)CN1CCN(c2nc3c(c(=O)[nH]c(=O)n3C)n2Cc2ccccc2Cl)CC1
12.5%,CCN(CC(=O)Nc1ccc(NC(C)=O)cc1)C(=O)c1ccc(COc2ccccc2)o1
-9.0%[115 µM],CC(c1cccs1)N(C)Cc1cccnc1 (stereo not drawn)
-1.0%,COCCOc1ccc2c(n1)CCN(C(=O)c1cccc(C)c1)C2
1.3%,Cn1cnc(S(=O)(=O)N2CCC3(CC2)CC(Cc2ccccc2)CCO3)c1 (stereo not drawn)
?,COC(=O)c1ccc(-c2ccc(/C=C(/C#N)c3nc4ccc(C)cc4[nH]3)o2)c(C)c1
-4.1%,O=C(COc1ccc(Cl)cc1)N1C[C@@H](CO)[C@H](c2ccncc2)C1
-0.1%,N#Cc1ccc(CCC(=O)NCc2ccc(F)cc2)cc1
7.3%,COc1ccc(CCNC(=O)CN2C(=O)C(c3ccccc3)=NC2(C)C)cc1OC
?,O=C(O)/C=C/C(=O)Nc1ccc(N2CCOCC2)cc1
0.7%,Cc1ccc(C(=O)N2CCN(C(=O)c3nnn4c3COC(c3ccc(C)cc3)C4)CC2)cc1 (stereo not drawn)
0.1%,O=C(NCCN1CCOCC1)c1nn2c(C(F)(F)F)cc(-c3ccccc3)nc2c1Br
-12.3%,CC1(C)CN=C(N(C(=O)Nc2ccccc2)c2ccccc2F)S1

Reformatted with bars between the fields: four of the compounds above.
canonical_smiles | KDM5B inh
COc1ccc(CCNC(=O)CN2C(=O)C(c3ccccc3)=NC2(C)C)cc1OC | 7.3%
O=C(O)/C=C/C(=O)Nc1ccc(N2CCOCC2)cc1 | ?
Cc1ccc(C(=O)N2CCN(C(=O)c3nnn4c3COC(c3ccc(C)cc3)C4)CC2)cc1 (stereo not drawn) | 0.7%
O=C(NCCN1CCOCC1)c1nn2c(C(F)(F)F)cc(-c3ccccc3)nc2c1Br | 0.1%

Other records
KDM5B inh,SMILES
-8.2%,COc1cc2ccccc2cc1C(=O)Nc1cccc(-c2nc3cc(C)c(C)cc3o2)c1C
-7.8%,COc1ccc(Cc2nc3ccccc3n2Cc2ccccc2F)cc1
-22.0%&-22.3%,Cc1ccc(Nc2nc(NCCO)nc3c2cnn3C)cc1Cl
22.8%,CCC(C)c1ccccc1NS(=O)(=O)c1cnn(CC)c1 (stereo not drawn)
13.1%,COc1ccc(NC(=O)Cn2ncc3c(C)n(Cc4cccc(Cl)c4)c(C)c3c2=O)cc1
-1.2%,CC(C)Sc1nc(N(CCO)CCO)c2sc3c(c2n1)COC(C)(C)C3
6.9%,Cc1cccc(S(=O)Cc2ccc(C(=O)N3CCN(c4cccc(Cl)c4)CC3)o2)c1 (stereo not drawn)

Source: PubChem BioAssay (National Center for Advancing Translational Sciences (NCATS))

Not all compounds are listed; rates above refer to the full screens.
